Screens from PubChem BioAssay.
ERp5 inh: ERp5 (human) disulfide isomerase inhibition; inhibition, % at 9.99 µM; ERp5 insulin aggregation, absorbance 650 nm, 90 min; Q15084; 350,000 compounds, 0.05% hits;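 active = mean replicate inhibition above about 25%, with every replicate also reaching it, limit read from the data, passing the limit was not always enough; inconclusive = only one of those two criteria met; inactive = neither criterion met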
Target sequence (Q15084 whole entry, looked up): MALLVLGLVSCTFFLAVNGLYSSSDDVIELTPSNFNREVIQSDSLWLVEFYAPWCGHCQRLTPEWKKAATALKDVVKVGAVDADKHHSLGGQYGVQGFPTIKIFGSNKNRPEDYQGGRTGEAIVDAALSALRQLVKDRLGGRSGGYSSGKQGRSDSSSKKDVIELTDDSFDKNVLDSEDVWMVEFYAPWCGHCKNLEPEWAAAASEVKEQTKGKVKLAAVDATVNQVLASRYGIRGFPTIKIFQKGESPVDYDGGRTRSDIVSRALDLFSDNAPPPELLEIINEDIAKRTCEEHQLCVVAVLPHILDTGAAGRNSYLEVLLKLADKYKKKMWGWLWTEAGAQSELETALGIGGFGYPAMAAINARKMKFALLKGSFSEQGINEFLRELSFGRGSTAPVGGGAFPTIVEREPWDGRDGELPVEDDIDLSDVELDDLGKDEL
C2C12 statin: protects C2C12 myotubes from simvastatin toxicity | ATP luminescence, 48 h; scaled: DMSO 0, geranylgeraniol control 100 | rescue of ATP level, % at 7.49 µM | 330,000 compounds, 0.78% hits;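 active = mean ATP rescue above about 67%, or every replicate alone reaching that limit, limit read from the data, passing the limit was not always enough; inconclusive = no clear call, values can overlap the other calls; inactive = mean under the limit and some replicate under it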;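 also: myotubes were challenged with 10 µM simvastatin during compound exposure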
Cneo AK release: Cryptococcus neoformans lysis via adenylate kinase release. AID 651654. 360,000 compounds, 0.2% hits. C. neoformans lysis, adenylate kinase release luminescence, 4 h; normalised: neutral wells 0, clomiphene wells 100. lysis activity, % at 15 µM;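 active = mean lysis activity across replicates of at least 80%, whatever share of replicates individually reach that level; inactive = mean lysis activity below 80%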
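Test system: log-phase Cryptococcus neoformans yeast cells. Input: 5 × 10^6 yeast cells/mL. Medium: fresh YPD growth medium. Doses: single dose. Incubation: static 4 h at 37 °C with compound, 1 h detection. Measured by: luminescent adenylate kinase detection reagent. Read-out: signal increase indicating cell lysis. Benchmarks: Clomiphene.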
ARNT-TACC3 inh: disrupts binding between human ARNT and TACC3; Q9Y6A5; inhibition, % at 9.99 µM; AlphaScreen His-ARNT PAS-B/GST-TACC3 binding, luminescence; TACC3 fragment carries E629A point mutation; AID 623870; 390,000 compounds, 0.66% hits;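 active = mean inhibition of replicates at least 50% and at least half of replicates each reaching 50%; inconclusive = half or more replicates reach 50% but mean below 50%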;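 also: 0% = complete ARNT plus TACC3 wells and 100% = ARNT alone without TACC3; many hits fall short of the cut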
esBAF inh: inhibitors of esBAF chromatin remodeling in mouse ES cells. Bmi1-luciferase knock-in reporter, 24 h; 100% = twice the neutral-well signal. reporter increase, % at 12.5 µM. 350,000 compounds, 2% hits; in the data active = activation above about 40%; inconclusive = no clear call, values can overlap the other calls;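 also: 0% = median of the plate's neutral control wells and 100% = double that signal; a rise in the Bmi1 reporter signal indicates esBAF inhibition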
miR-122 sensor: inhibitors of miR-122 in Huh7 cells; Huh7 miR-122 Renilla luciferase sensor, 48 h; neutral wells = 0, positive control = 100; activation (reporter increase), % at 12.5 µM; 340,000 compounds, 0.3% hits; AID 602342;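 active = mean replicate activation score at least 90 and every replicate individually at or above 90; inconclusive = only one of the two criteria met; inactive = neither criterion met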;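 also: higher luciferase means less miR-122 activity so hits act as miR-122 inhibitors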
SIRT5 block: inhibitors of human sirtuin-5 desuccinylase | Purified SirT5, succinyl-peptide AMC, trypsin-coupled fluorescence | AID 652115 | Q9NXA8 | 330,000 compounds, 1.1% hits | inhibition, % at 15 µM; in the data active = inhibition above about 15%; inconclusive = no clear call, values can overlap the other calls
Target sequence (Q9NXA8 whole entry, looked up): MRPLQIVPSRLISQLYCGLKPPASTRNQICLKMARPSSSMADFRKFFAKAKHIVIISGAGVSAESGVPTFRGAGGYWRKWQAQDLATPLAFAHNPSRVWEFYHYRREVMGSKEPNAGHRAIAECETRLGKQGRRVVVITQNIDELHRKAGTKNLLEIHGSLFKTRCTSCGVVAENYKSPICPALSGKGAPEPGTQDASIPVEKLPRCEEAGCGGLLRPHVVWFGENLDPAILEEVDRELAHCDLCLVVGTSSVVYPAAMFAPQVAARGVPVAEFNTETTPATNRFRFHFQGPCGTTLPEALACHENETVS
Starred values were filed as active, the others as inactive; u = inconclusive; x = not tested or not shown; & = joins results of further samples; [ ] = remark or other dose.

SMILES	ERp5 inh	C2C12 statin	Cneo AK release	ARNT-TACC3 inh	esBAF inh	miR-122 sensor	SIRT5 block
COC(=O)CN(C(=S)Nc1ccc(F)cc1)C1CC(=O)N(c2ccc(OC)cc2)C1=O (stereo unspecified)	x	14	5	2	-4	3	x
CCOc1cc(CNCC(O)c2ccccc2)cc(Cl)c1OC (stereo unspecified)	6	12	-1	x	-2	-19	x
COCCNC(=O)C(=O)N/N=C(\C)CC(=O)Nc1cccc(C(F)(F)F)c1	3	x	x	2	x	x	-2
CCC1CCc2c(sc(NC(=O)CSc3nc(-c4ccco4)cc(C(F)(F)F)n3)c2C#N)C1 (stereo unspecified)	-4	2	4	-11	-2	0	-1
Cc1nc(/C(N)=N/OC(=O)c2c(-c3ccccc3Cl)noc2C)cs1	4	-5	x	-3	0	x	-7
NCc1ccc(S(N)(=O)=O)cc1	2&1	1&-6	2&2	-2&-10	-2&-1	0&-3	-2&11
O=C(NCC[C@@H]1CC[C@H](NS(=O)(=O)c2cccc(F)c2)[C@@H](CO)O1)C1CC1	-3	-9	2	-8	0	-2[16.7 µM]	0
COc1ccc(CN(C)C[C@H]2Oc3c(NS(C)(=O)=O)cccc3C(=O)N([C@H](C)CO)C[C@@H]2C)cc1	-1	17	-1	11	-3	16[16.7 µM]	6
COc1ccc(S(=O)(=O)N(C)C[C@H]2Oc3ncc(C#CC4(O)CCCC4)cc3C(=O)N([C@@H](C)CO)C[C@H]2C)cc1	-6	1	-9	-2	0	12[16.7 µM]	0
COc1ccccc1NC(=O)c1cc(-c2cc(OC)c(OC)c(OC)c2)nc2ccccc12	4	-41	0	-3	-8	-9	0
O=C(Oc1ccc(Nc2ncnc3ccccc23)cc1)c1cccnc1	-1	0	-1	-8	0	3	3
COc1cccc(NC(=O)C(Cc2ccccc2)n2cccc2)c1 (stereo unspecified)	0	x	x	1	x	x	-1
COc1ccc(CNC(=O)C[C@@H]2C[C@H]3c4cc(NS(=O)(=O)c5ccc(F)cc5)ccc4O[C@H]3[C@H](CO)O2)cc1	1	-1	61	-3	-5	4[16.7 µM]	7
O=C(Nc1ccccc1)N1CCCCN2[C@@H](CO)[C@H](c3ccc(C#Cc4ccccc4)cc3)[C@@H]2C1	0	x	1	23	x	-16[16.7 µM]	-3
COc1cc(N)c(Cl)cc1NC(=O)c1ccccc1	x	4	-5	-5	-2	-40	x
OCC1OC(n2cnc3c(NCc4ccccc4O)ncnc32)C(O)C1O (stereo unspecified)	7	x	x	-11	x	572*	-3
Cc1nc2c(cnn2-c2ccccc2Cl)c(=O)n1-c1ccc(C(C)C)cc1	x	-47	0	-3	-3	-1	x
COCCn1c(Cc2ccccc2)nnc1SCC(=O)NC(C)(C)C	x	-3	-2	2	-5	4	x
Cc1cc(Cl)ccc1OCC(=O)Nn1c(C)ccc1C	x	-3	0	-13	1	-11	x
CC(C)(C)C(=O)CN1CCN(C2c3ccccc3-c3ccccc32)CC1	-3	20	-1	6	-1	5	-1
C[C@H]1CN([C@@H](C)CO)C(=O)c2cc(NC(=O)Nc3cccc4ccccc34)ccc2O[C@@H]1CN(C)C	-4	7	2	4	-3	-5[16.7 µM]	-3
O=C(O)/C=C/C(=O)N1CCN(C(=O)/C=C/C(=O)O)CC1	7	x	2	-4	x	-3	-3
O=Cc1ccc(Cl)c(Cl)c1	-1	6	-2	x	2	-1	x
Cc1cc(C)c(S(C)(=O)=O)c(Oc2ccccc2C)n1	x	x	0	-3	-1	-1	x
CN(C)c1ccc(C(=O)OCc2ccccc2)cc1	x	-2	-2	x	50*	-8	x

Quoted from above (3 entries):
SMILES	ERp5 inh	C2C12 statin	Cneo AK release	ARNT-TACC3 inh	esBAF inh	miR-122 sensor	SIRT5 block
C[C@H]1CN([C@@H](C)CO)C(=O)c2cc(NC(=O)Nc3cccc4ccccc34)ccc2O[C@@H]1CN(C)C	-4	7	2	4	-3	-5[16.7 µM]	-3
O=C(O)/C=C/C(=O)N1CCN(C(=O)/C=C/C(=O)O)CC1	7	x	2	-4	x	-3	-3
O=Cc1ccc(Cl)c(Cl)c1	-1	6	-2	x	2	-1	x

The results go on:
SMILES	ERp5 inh	C2C12 statin	Cneo AK release	ARNT-TACC3 inh	esBAF inh	miR-122 sensor	SIRT5 block
O=C(C[C@H]1C=C[C@H](NC(=O)C2CCOCC2)[C@H](CO)O1)NCC1CCCCC1	1	-6	1	4	-2	x	-2
C=CCn1c(-c2ccccc2)c[nH]c1=S	x	-13	-2	-2	64*	1	x
Cc1ccc(S(=O)(=O)NCC(=O)OCC(=O)Nc2cccc(S(=O)(=O)NC3=NCCCCC3)c2)cc1C	-5	x	3	-4	x	-4	1
COc1ccc(S(=O)(=O)Nc2ccc3c(c2)CC(=O)N([C@H](C)CO)C[C@H](C)[C@@H](CN(C)Cc2ccccc2)O3)cc1	0	34	0	-7	1	14[16.7 µM]	5
Oc1ccccc1/C=N/NC1=NCCCCC1	x	5	3	4	-10	-1	x
Cc1ccc(CN(C)C(=O)c2cccc(S(=O)(=O)N3CCc4ccccc43)c2)cc1	6	-2	1	9	2	43	3
CCCn1nc(C(=O)OCC(=O)Nc2ccc(C(N)=O)cc2)c2ccccc2c1=O	1	15	0	-3	1	-1	-4
C=CCNC(=S)N/N=C/c1ccc(OCc2ccccc2Cl)cc1	x	51	61	0	8	3	x
COc1cc(/C=N/n2c(C)nnc2C)cc(OC)c1OC	x	17	-5	-5	-2	2	x
CC1Sc2ccc(S(=O)(=O)CCC(=O)NC3CCCC(C)C3C)cc2NC1=O (stereo unspecified)	0	8	1	0	4	-1	-2
CO[C@@H]1CN(C)C(=O)c2ccc(NC(=O)Nc3cc(F)ccc3F)cc2OC[C@H](C)N(C(=O)c2cnccn2)C[C@H]1C	1	11	-1	2	0	x	2
CC(C)(C)C1CCC(=O)N(CCOc2ccccc2)CC1 (stereo unspecified)	-2	-2	-1	1	u	-12	0
COC(=O)CC1C(=O)NCCN1C(=S)Nc1cc(C)cc(C)c1 (stereo unspecified)	x	x	-3	-6	x	2	x
O=C(NCC1CCCN(Cc2ccc3c(c2)OCCO3)C1)c1ccc2c(c1)OCO2 (stereo unspecified)	1	0	0	-20	8	x	1
COC(=O)c1cc(NC(=O)CSc2nnc(N)s2)ccc1Cl	-2	1	2	5	-3	11	2
CCC1(c2ccc(F)cc2)NC(=O)N(CC(=O)Nc2ccc(N3CCCCC3)cc2)C1=O (stereo unspecified)	-4	9	-3	10	18	x	0
CCS(=O)(=O)NCC[C@H]1CC[C@H](NC(=O)Nc2ccccc2)[C@@H](CO)O1	-7	4	41	12	0	x	4
CCCCCn1c(N2CCC(C(N)=O)CC2)nc2c1c(=O)[nH]c(=O)n2C	x	107*	3	-3	-3	1	x
Cc1c(C(=O)NCc2ccc(F)cc2)sc(=O)n1Cc1ccc(C(=O)c2ccccc2)cc1	-2	0	0	x	-4	x	x
COc1cc(C(c2c(C)n(C)n(-c3ccccc3)c2=O)c2c(C)n(C)n(-c3ccccc3)c2=O)cc(Br)c1O	-12	7	-1	-9	5	-4	1
CCN(CC)CCn1cnc2c1c(=O)n(CCOC(=O)c1cc(OC)c(OC)c(OC)c1)c(=O)n2C	3	x	x	21	x	x	-2
CN(C)S(=O)(=O)Oc1cccc(C(=O)Nc2cccc(Cl)c2)c1	x	-41	-7	-5	44*	1	x
c1ccc2c(c1)ccc1ncccc12	2	x	1	27	x	46	-4
CCCCOCCCNC(=O)N[C@@H](CC(C)C)C(=O)O	x	6	0	-17	9	-7	x
C[C@H](NC(=O)c1nc[nH]c1C(=O)NC1CCN(C(=O)OC(C)(C)C)CC1)C(=O)OCc1ccccc1	6	3	-4	2	6	x	x

Complete entries as entered above. Screens in order: ERp5 inh, C2C12 statin, Cneo AK release, ARNT-TACC3 inh, esBAF inh, miR-122 sensor, SIRT5 block
Cc1c(C(=O)NCc2ccc(F)cc2)sc(=O)n1Cc1ccc(C(=O)c2ccccc2)cc1 reads -2, 0, 0, x, -4, x, x
CCC1(c2ccc(F)cc2)NC(=O)N(CC(=O)Nc2ccc(N3CCCCC3)cc2)C1=O (stereo unspecified) reads -4, 9, -3, 10, 18, x, 0

Further results:
SMILES	ERp5 inh	C2C12 statin	Cneo AK release	ARNT-TACC3 inh	esBAF inh	miR-122 sensor	SIRT5 block
C[C@@H]1CN([C@@H](C)CO)C(=O)CCCn2cc(nn2)CO[C@H]1CN(C)Cc1ccc(C(F)(F)F)cc1	4	18	4	-13	-3	1[16.7 µM]	-2
CN1C(=O)N(CC(=O)c2ccc3c(c2)OCO3)C(=O)C12CCCCC2	6	0	-1	x	-3	-8	x
O=C(Nc1ccccc1)O/N=C1/CCCc2occc21	-1	12	0	-3	10	x	-6
CC(Nc1nc(-c2ccc(F)cc2)cs1)c1nc2cc(Cl)c(Cl)cc2n1CCOCCO (stereo unspecified)	2	-5	0	-3	13	3	1
O=C(Nc1cc(F)ccc1F)N1CCCCN2[C@H](CO)[C@H](c3ccc(C4=CCCCC4)cc3)[C@@H]2C1	2	27	3	18	-3	-5[16.7 µM]	3
O=C(CSc1ccccc1F)NNC(=O)c1cncc(Br)c1	0	41	-2	-4	1	4	-2
Cc1ccc(CNS(=O)(=O)c2ccc(C(C)(C)C)cc2)n1C	-3	19	0	2	7	x	-2
Cc1ccc(-c2nnn(CC(=O)N(CC(=O)NC3CCCCC3)c3ccccc3F)n2)o1	-7	-11	3	3	-4	1	4
CNC[C@@H]1Oc2ncc(-c3cncnc3)cc2C(=O)N([C@@H](C)CO)C[C@H]1C	-1	6	-13	-3	0	x	-1
CC(C)CC(=O)N1CCN(Cc2ccc(Br)cc2)CC1	3	11	0	-1	-4	-1	-3
CCN(CC)C(=O)C1CCN(Cc2ccc(OCc3ccccc3)cc2)CC1	0	7	0	3	2	-1	-3
COc1ccccc1NC(=O)CCNS(=O)(=O)c1ccc2c(c1)CC(C)N2C(=O)C1CC1 (stereo unspecified)	4	-4	-1	2	-9	-2	-5
COc1ccccc1NC(=O)C(C)NS(=O)(=O)c1ccc(Cl)cc1 (stereo unspecified)	x	17	-2	-6	1	4	x
O=C(C[C@@H]1CC[C@@H]2[C@H](COC[C@@H](O)CN2C(=O)Nc2ccc(Cl)cc2)O1)NCCc1ccncc1	-1	-8	-1	-2	23	-3[16.7 µM]	2
COc1ccc(NC(=O)c2c(C)noc2C)cc1S(=O)(=O)N1CCCCC1	6	-8	-16	x	5	2	0
Cc1ccc(C(=O)Nc2cccc(-c3ccc(N4CCOCC4)nn3)c2)cc1	-3	-25	-8	x	52*	2	-1
CC(=O)NCCc1nc(-c2ccc(Cl)cc2)no1	10	-4	1	-1	0	2	-8
COc1cccc(NC(=O)CNC(=O)c2cccs2)c1	x	13	1	-3	21	6	x
COc1ccc(C2Nc3ccccc3C(=O)N2NS(=O)(=O)c2ccc(C)cc2)c(OC)c1 (stereo unspecified)	-1	7	1	-4	-4	x	-7
COc1ccc(CCNC(=O)c2cccc3ccccc23)cc1OC	3	1	1	-15	-8	-7	-3
CCN(CC)S(=O)(=O)c1cccc(C(=O)OCC(=O)Nc2ccccc2OC(F)F)c1	x	x	2	4	x	-5	x
CC(C)NC(=O)N(C)C[C@@H]1Oc2ccc(NS(=O)(=O)c3cn(C)cn3)cc2CC(=O)N([C@H](C)CO)C[C@H]1C	1	-15	-1	-3	3	9[16.7 µM]	-2
CCCNc1c(NC(=O)C2CCC(C)CC2)c(=O)oc2ccccc12 (stereo unspecified)	4	9	9	0	-7	-8	-3
Cc1cccc(CS(=O)(=O)Cc2ccc(C(=O)NCc3ccco3)o2)c1	0	x	x	2	x	x	1
Cc1cccc(-c2nnc(SCC(=O)NC3CC3)n2C)c1	1	6	1	-10	-6	-3	-3
Cc1noc(C)c1NC(=O)N(C)C[C@@H]1OCCCC[C@H](C)Oc2ccc(NS(C)(=O)=O)cc2C(=O)N([C@H](C)CO)C[C@@H]1C	x	x	48	1	2	0[16.7 µM]	x
